PAFAH2 inh: inhibitors of human PAFAH2; Q99487; recombinant PAFAH2, FP-rhodamine activity probe, fluorescence polarization; inhibition, % at 3.39 µM; 340,000 tested, 0.99% active;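 active means inhibition above the mean over all tested compounds plus 3 SD, cut at about 30% in these data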;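 further: inhibitors block probe labeling of enzyme so polarization drops; 0% = enzyme with DMSO and 100% = wells lacking PAFAH2 protein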
CTSL1 counter: cathepsin L1 inhibition, PFM18AAP counter-screen; AID 1906; inhibition, % at 5.96 µM; 300,000 tested, 0.49% active; recombinant F. hepatica cathepsin L1, Z-Leu-Arg-MCA fluorescence;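 active means inhibition above the mean of all tested compounds plus 3 SD, set per screening campaign, cut at about 17% in these data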;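 further: 0% = plate median of test compound wells and 100% = 1 µM Z-Phe-Ala-diazomethylketone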
PP1 counter: counter-screen for PP5 inhibitors: inhibitors of human PP1-alpha; P62136; purified PP1alpha, OMFP fluorescence; inhibition, % at 6.7 µM; 320,000 tested, 0.9% active; AID 2235;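 active means inhibition above the mean inhibition of all tested compounds plus 3 SD, computed separately for each screening campaign, cut at about 15% in these data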
Target sequence (P62136 whole entry, looked up): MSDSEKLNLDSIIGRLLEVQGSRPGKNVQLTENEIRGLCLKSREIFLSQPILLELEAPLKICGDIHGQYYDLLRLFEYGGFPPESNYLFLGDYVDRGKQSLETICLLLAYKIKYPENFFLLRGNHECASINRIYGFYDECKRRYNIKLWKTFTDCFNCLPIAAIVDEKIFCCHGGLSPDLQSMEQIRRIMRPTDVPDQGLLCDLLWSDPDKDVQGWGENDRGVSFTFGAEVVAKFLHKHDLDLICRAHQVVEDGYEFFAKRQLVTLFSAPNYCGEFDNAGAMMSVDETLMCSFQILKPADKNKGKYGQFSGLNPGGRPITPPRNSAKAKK
core dimer inh: blocks dimerization of HCV core protein. TR-FRET GST/Flag-core106 dimerization, 1536-well. AID 1899. 300,000 tested, 0.33% active. inhibition, % at 5 µM;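 active means inhibition above the mean of all tested compounds plus 3 SD, set per screening campaign, cut at about 45% in these data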
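Assay system: tagged HCV core106 pair (GST and Flag); medium: KF-containing HEPES buffer, pH 7.45, DTT, CHAPS, BSA; also added: Eu donor and XL665 acceptor anti-tag antibodies; dosing: 5 µM single dose; timing: compound-protein-antibody incubation 4 h at 22.5 °C; signal: TR-FRET 671 and 617 nm emission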
proCasp3 act: activates human procaspase-3; 330,000 tested, 0.11% active; activation, % at 8.5 µM; recombinant procaspase-3 D3A, Ac-DEVD-pNA absorbance 405 nm; P42574; AID 463141;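 active means activation above the mean of all tested compounds plus 3 SD, cut at about 21% in these data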;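 further: 0% = DMSO alone and 100% = DMSO wells spiked with extra 5 µM PC-3 D3A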
Target sequence (P42574 whole entry D9A/D28A/D175A): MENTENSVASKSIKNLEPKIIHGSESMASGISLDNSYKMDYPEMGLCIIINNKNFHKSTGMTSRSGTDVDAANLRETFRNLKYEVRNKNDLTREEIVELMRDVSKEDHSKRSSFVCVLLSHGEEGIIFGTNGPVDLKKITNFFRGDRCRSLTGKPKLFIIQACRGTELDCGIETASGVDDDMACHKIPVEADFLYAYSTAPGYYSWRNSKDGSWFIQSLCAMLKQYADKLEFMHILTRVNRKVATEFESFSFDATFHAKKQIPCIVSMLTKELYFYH
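System: Procaspase-3 D3A mutant. Medium: Zinc-free 300 mM NaCl, 50 mM HEPES, 0.01% Triton X-100. Schedule: 1 h preincubation plus 2 h reaction at 25 °C. Measured by: 405 nm absorbance of p-nitroaniline, reads at 0 and 120 min. Read-out: percent activation relative to control range.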
AHR activator: activates the human aryl hydrocarbon receptor; AHR-responsive luciferase reporter cells, luminescence; activation, % at 5 µM; AID 2796; 320,000 tested, 2.5% active; in the data active means activation above about 47%;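 further: 0% = vehicle wells and 100% = reference agonist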
TPT1 inh: inhibitors of Candida albicans tRNA 2'-phosphotransferase TPT1 | recombinant caTPT1, FP RNA substrate dephosphorylation | inhibition, % at 5 µM | AID 1962 | 300,000 tested, 0.81% active;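 active means inhibition above the mean of all tested compounds plus 3 SD, set per screening campaign, cut at about 24% in these data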;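 further: plate controls were DMSO alone for no effect and ferristatin control at 100 nM for full effect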
procasp7 counter: counter-screen for procaspase-3 activators: activators of human procaspase-7; recombinant procaspase-7, Ac-DEVD-pNA absorbance 405 nm; D23A/D198A/D206A triple mutant, cannot self-cleave; scale: DMSO 0, 5 µM enzyme 100; activation, % at 8.5 µM; 330,000 tested, 0.093% active; AID 463210;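 active means percent activation above the screen-wide mean plus 3 SD, cut at about 25% in these data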
Target sequence (P55210 whole entry D23A/D198A/D206A): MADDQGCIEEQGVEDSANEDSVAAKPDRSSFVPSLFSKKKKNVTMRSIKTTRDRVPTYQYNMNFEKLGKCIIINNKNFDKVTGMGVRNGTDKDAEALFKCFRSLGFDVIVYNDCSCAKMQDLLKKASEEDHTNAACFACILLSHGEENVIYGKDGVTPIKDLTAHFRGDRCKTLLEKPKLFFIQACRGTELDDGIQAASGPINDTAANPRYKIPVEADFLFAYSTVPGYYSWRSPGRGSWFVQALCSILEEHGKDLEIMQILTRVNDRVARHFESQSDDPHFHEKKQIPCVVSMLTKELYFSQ
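Material: Procaspase-7 triple mutant (PC-7 D3A) | Quantity: 2 µM procaspase-7 mutant as dispensed | Reagent: DEVD-pNA substrate | Times: 1 h preincubation, 2 h reaction | Technique: 405 nm absorbance of p-nitroaniline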
PP5 inh: inhibitors of human protein phosphatase 5 (PP5) | P53041 | purified PP5c, OMFP substrate fluorescence | inhibition, % at 6.7 µM | 320,000 tested, 0.18% active | AID 1987;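 active means inhibition above the campaign's mean inhibition across all tested compounds plus 3 SD, cut at about 9.5% in these data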;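 further: 0% = DMSO only and 100% = 100 µM cantharidin control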
* hit, by the source's call; i = inactive; . = no result given; & = joins results of further samples.

Compound	PAFAH2 inh	CTSL1 counter	PP1 counter	core dimer inh	proCasp3 act	AHR activator	TPT1 inh	procasp7 counter	PP5 inh
O=C(c1ccc(CNc2c(N3CCCC3)c(=O)c2=O)cc1)N1CC=C(c2ccccc2)CC1	8	0	-2	3	-3	1	-2	1	2.0
NC(=O)C1CC(=O)N(c2ccc(OCC(=O)Nc3ccc(Cl)cc3)cc2)C1 (stereo not given)	2	2	-5	5	13	-2	0	2	0.8
Cc1ccc(SCC(=O)NNC(=O)CNC(=O)c2ccccc2F)cc1	-5	.	.	.	1	2	.	11	.
N#C/C(=C\c1ccc(O)cc1)c1nc2ccccc2o1	-1	0	-6	-9	-7	13	102*	-20	1.1
CC1(CC(=O)NNC(=O)Nc2ccccc2)OCCCO1	-1	0	-4	-2	4	0	-5	4	-0.9
C/C(N)=C(/C#N)C(=O)CSc1nnc(SCc2ccc(Cl)cc2)s1	-2&-4	1	1	14	11	-1	2	6	-1.2
COc1ccc(OC)c(C2=C[N+](=O)C(C)(C)C(C)(C)N2[O-])c1	0	0	-2	0	5	0	-4	10	0.5
COc1cc(O)c2c(=O)c3c(O[C@H]4O[C@@H](CO)[C@H](O)[C@@H](O)[C@@H]4O)ccc(O)c3oc2c1	15	.	.	.	-1	3	.	-7	.
CCCCn1c(N)c(N(CC)C(=O)c2cc3c(s2)CCCCC3)c(=O)[nH]c1=O	4	6	-13	-2	5	0	4	-1	0.4
COc1cc2c(cc1OC)CN(Cc1cc(=O)oc3c(C)c(C)ccc13)CC2	-16	1	5	4	-4	22	6	-3	3.4
N/C(COc1ccc(F)cc1)=N\NC(=O)c1cccnc1Oc1ccccc1	-5	1	-1	-10	0	4	1	2	2.2
Cc1ccc(S(=O)(=O)N(C)C)cc1NC(=O)CCc1ccccc1	9	-1	-3	-2	4	0	-4	3	-1.5
COc1ccc(/C=N/N2C(=O)CSC2=S)cc1	-2	4	-2	4	-8	7	7	-15	-0.6
CC(=O)OC(C(=O)NC1CCCCC1)c1ccc(C#N)cc1 (stereo not given)	5	-28	-1	-5	3	-1	-3	8	0.5
O=C1Nc2ccccc2N(O)N1c1ccc(S(=O)(=O)N2CCOCC2)cc1	-2	-3	1	-1	7	1	-3	6	-0.2
O=C1CNC(=S)N1C1CCCCCC1	-9	0	-5	-4	-7	-2	4	6	2.2
CCCOc1cccc(/C=N/NC(=O)c2csc(C)c2C)c1	-9	0	2	1	1	15	-5	2	0.3
Cc1ccc(OCCn2c(Br)nc3c2c(=O)n(C)c(=O)n3C)cc1	12	-1	-4	-3	-5	4	-2	7	-1.0
COC(=O)Cc1n[nH]c(=O)c2ccccc12	-3	-2	-3	-10	-3	6	3	-3	1.6
COc1cc(NC(=O)Cn2cnc3sc(C)c(S(=O)(=O)N4CCN(C)CC4)c3c2=O)cc(OC)c1OC	.	3	-4	-6	-5	0	0	7	3.7
Cc1[nH]nc(SCC(=O)N(C)c2ccccc2)c1[N+](=O)[O-]	-4	4	-3	-2	2	0	2	-3	1.0
Cc1c(Cl)cccc1-c1ccc(/C=N/n2cnnc2)o1	5	0	3	9	-4	-2	-4	-1	2.8
Cc1ccc(NC(=O)CSCC(=O)N2CCN(C(=O)c3ccco3)CC2)cc1	1	.	2	.	2	-1	.	5	2.8
COC(=O)[C@@H]1CC[C@H](C)[C@@H](c2ccc(C)cc2)N1C(=O)c1ccc(/C=N/O[C@H](C)c2cn([C@@H]3COC[C@H]3O)nn2)cc1	.	-1	-2	16	0	-2	-2	-5	0.8
CN(CCOc1ccccc1)C(=O)c1cc([N+](=O)[O-])cc([N+](=O)[O-])c1	3	-1	1	-1	0	-1	6	12	-1.2
CCCCN(C(=O)C(C)N1C(=O)c2ccccc2C1=O)c1c(N)n(CCCC)c(=O)[nH]c1=O (stereo not given)	6	.	1	.	4	-1	.	-7	-1.4
Cc1ccc(C(=O)COc2ncnc3cc(Cl)ccc23)cc1	.	0	-6	-9	4	-2	-3	2	-1.6
O=C(CSc1nc(-c2ccco2)cc(C(F)(F)F)n1)Nc1cccnc1	2	3	-3	2	8	2	-2	-2	2.7
N#C/C(=C(/O)c1ccc(Br)s1)c1nc2ccccc2[nH]1	-3	1	0	i	2	11	5	7	3.1
COc1ccccc1N1CCN(S(=O)(=O)c2cccc(F)c2)CC1	-5	4	3	0	8	5	4	-8	0.5
O=C(Nc1ccccc1F)N1CCCC1c1cccnc1 (stereo not given)	-9	0	1	-2	-4	7	2	-8	0.4
O=C(COC(=O)c1cc(=O)[nH]c2ccccc12)c1ccccc1	2	-1	-2	-4	-1	3	0	-2	1.1
CC(Sc1ccccn1)C(=O)Nc1ccc(S(N)(=O)=O)cc1 (stereo not given)	2	2	1	-6	10	-1	-3	2	0.1
CCCC(C)NC(=O)C1c2ccccc2Oc2ccccc21 (stereo not given)	-9	1	-1	1	-1	0	1	0	1.1
CCOC(=O)C1CCN(C(=O)CSc2cc(=O)n(CC)c3ccccc23)CC1	-2	-1	3	9	-6	11	1	-4	4.2
Cc1cc(C(=O)OCC(=O)NC2CCC(C)CC2)c(C)o1 (stereo not given)	71*	.	1	.	-13	0	.	-8	1.6
COc1ccc2c(CC(=O)OCC(=O)NC(=O)c3cccn3C)coc2c1	0	-8	-2	14	-1	11	3	-2	-0.8
COc1cc(/C=C/C(=O)OCC(=O)N2CCCC2)ccc1OCC#N	5	.	15	.	-15	0	.	-32	8.2
CC(O)[C@H]1CN=C(N)N1CCCCC1CCCCC1 (stereo not given in full)	-12	-3	-1	-1	2	1	1	-2	0.0
NC(=O)SCC(=O)Nc1ccccc1C(=O)O	-2	-7	4	4	3	2	1	0	-0.5
COc1ccc(-c2csc(NC(=S)NC(=O)c3cccs3)n2)cc1Br	.	1	-4	8	-2	0	1	4	1.1
Cn1c(N)c(C(=O)Nc2ccc(-c3ccccc3)cc2)sc1=S	3	-8	1	1	-8	2	1	-6	0.8
COc1ccc(C2C(C(=O)NC(C)C)c3ccccc3C(=O)N2C)cc1OC (stereo not given)	-2	-2	-1	-2	-4	-2	-1	5	-3.0
OCC(Cc1ccccc1)NCc1ccccc1C(F)(F)F (stereo not given)	0	3	0	-4	5	2	2	4	0.5
Cc1c(NC(=O)C2CC(c3ccc(F)cc3)=NO2)c(=O)n(-c2ccccc2)n1C (stereo not given)	7	0	-4	-1	1	-2	0	8	2.4

A run of entries from the list above:
Compound	PAFAH2 inh	CTSL1 counter	PP1 counter	core dimer inh	proCasp3 act	AHR activator	TPT1 inh	procasp7 counter	PP5 inh
Cn1c(N)c(C(=O)Nc2ccc(-c3ccccc3)cc2)sc1=S	3	-8	1	1	-8	2	1	-6	0.8
COc1ccc(C2C(C(=O)NC(C)C)c3ccccc3C(=O)N2C)cc1OC (stereo not given)	-2	-2	-1	-2	-4	-2	-1	5	-3.0
OCC(Cc1ccccc1)NCc1ccccc1C(F)(F)F (stereo not given)	0	3	0	-4	5	2	2	4	0.5
Cc1c(NC(=O)C2CC(c3ccc(F)cc3)=NO2)c(=O)n(-c2ccccc2)n1C (stereo not given)	7	0	-4	-1	1	-2	0	8	2.4

The results go on:
Compound	PAFAH2 inh	CTSL1 counter	PP1 counter	core dimer inh	proCasp3 act	AHR activator	TPT1 inh	procasp7 counter	PP5 inh
COc1cccc(-c2nc(Oc3cccc(C)c3C)c3ccccc3n2)c1O	4	2	0	-3	-2	20	-1	1	-1.0
Cc1cc(/C=C(\C#N)C(=O)Nc2ccccc2F)c(C)[nH]1	-6	1	1	-5	-8	66*	0	-4	1.2
O=C(NCc1ccco1)c1ccccc1NS(=O)(=O)c1ccc2c(c1)OCCO2	-7	0	0	15	-13	2	4	-4	-0.7
Nc1ccc2nc(-c3cccc(-c4nc5ccc(N)cc5[nH]4)n3)[nH]c2c1	13	9	14	-26	3	7	7	-10	3.8
CCOC(=O)N1CCN(CCC(=O)Nc2ccc(F)c(F)c2)CC1	-1	0	-2	7	4	-3	0	5	0.0
COc1cc(S(=O)(=O)Nc2cccnc2)ccc1F	0	2	-3	-3	0	1	-4	13	-0.6
CCCn1c(N)c(N(CCOC)C(=O)c2cc(Cl)nc3ccccc23)c(=O)[nH]c1=O	6	-3	-4	-4	9	0	-2	10	0.2
CCS(=O)(=O)N1CCC(C(=O)NCc2ccc(OC)cc2OC)CC1	1	2	-4	-1	1	-2	-4	-2	-3.1
O=C(CSc1nc2ccccc2[nH]1)NCCCn1ccnc1	10	4	-3	-2	2	0	2	0	-0.6
CCOC(=O)N1CCC(N(CCN(C)C)C(=S)Nc2cccc(OC)c2)CC1	-8	-3	-1	2	-5	3	2	-15	-0.6
N/C(=N\OC(=O)/C=C/c1ccccc1)c1ccccn1	-1	0	-5	1	-2	2	2	3	1.0
Nc1nc2nccc(-c3cccnc3)n2n1	6	0	-1	-34	1	13	3	6	1.2
O=C1C(=O)N(CCCc2ccccc2)c2ccccc21	2	7	9	19	4	23	0	1	0.4
CC(C)(C)NC(=O)C1CCCN(S(=O)(=O)c2ccc(-n3cnnn3)cc2)C1 (stereo not given)	-2	-3	-5	-3	-5	0	0	-1	-0.2
Cc1nn(Cc2ccc(C(=O)Nc3ccccc3C(F)(F)F)o2)c(C)c1Br	6	-1	-2	-1	7	1	2	12	5.2
Cc1cc(C)c[n+](CC(=O)c2ccc(NC(=O)c3ccccc3)cc2)c1	3	1	4	-6	-2	1	0	6	1.0
O=C(NNC(=O)c1nn(-c2ccc(F)cc2)ccc1=O)c1ccc(C(F)(F)F)cc1	7	-1	4	-1	0	1	0	7	5.2
COC(=O)c1c(N)c(C#N)c(C)n1-c1ccccc1	8	-2	1	-9	8	10	-3	5	1.8
C#CCOCCOCCOCCNc1nc(N2CCOCC2)nc(N2CCN(C(=O)CCCCCCCCCCNC(=O)[C@@H]([C@H](C)CC)n3cc(CCCCCN)nn3)CC2)n1	4	-3	11	3	6	-1	-1	3	-0.4
CCOC(=O)Cn1c(=O)c2c(nc(N3CCOCC3)n2C)n(C)c1=O	-1	0	-1	-4	0	1	-5	0	0.7
CCCn1c(N)c(N(CCOC)C(=O)c2cccc(Cl)c2)c(=O)[nH]c1=O	-4	-2	-4	0	8	6	-2	-1	2.5
Cc1noc(C)c1C(=O)OCC(=O)Nc1ncc(C(F)(F)F)cc1Cl	8	.	.	.	13	0	.	9	.
O=C(CSCCO)Nc1ccccc1	2	-5	1	-7	4	0	0	7	0.4
O=C(CSc1ncnc2sc3c(c12)CCC3)NCC1CCCO1 (stereo not given)	-2	2	-4	-3	2	18	0	-7	2.2
CCCNC(=O)c1ccc(SC)cc1OC	7	-1	-3	2	0	-3	-4	4	-0.6
